# SW480 rerep = A quantitative high throughput screen for small molecules that induce DNA re-replication in SW480 colon adenocarcinoma cells; actives 1.8% (n = 340,000); AID 624297, 2012; SW480 DNA re-replication, Hoechst DNA content imaging, 48 h; Potency, µM (titrated, usually from 46.1 µM), for the others: top-dose re-replication activation, hits mostly activators; further: potency means the concentration at half of the fitted maximal effect; % of control where 0% means no effect; nearly all actives have a fitted effect of over 55% in size
#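 Readout is total intensity of Hoechst-stained nuclei, excited at 405 nm and collected at 500-530 nm. Compound treatment lasted 48 hr at 37 C in 5% CO2 before staining.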
# IL-1B inflam inh = qHTS for Inhibitors of Inflammasome Signaling: IL-1-beta AlphaLISA Primary Screen; AID 743279, 2014; THP-1 LPS/ATP IL-1B secretion, AlphaLISA, 16 h; hits give low values; actives 4.7% (n = 360,000); activity change, % at 57.5 µM; in the data active means activity change below about -50%; inconclusive means mostly about -30% to -49%; further: on the % scale 0 is the no-effect control and ±100 the full control effect
#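 Secreted IL-1B measured by AlphaLISA bead assay after 16 h compound exposure of THP-1 cells; compounds (final up to 57.5 uM) added 1 h before LPS (250 ng/mL) and ATP (1.25 mM) stimulation; lower signal means less secretion.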
# ATXN viability = Viability Counterscreen for Primary qHTS for Inhibitors of ATXN expression. S2 cells (HEK-293 line with an ATXN2-luciferase reporter) viability, CellTiter-Fluor protease fluorescence, 24 h. Potency, µM (highest dose often 56.7 µM), actives largely listed as cytotoxic. actives 0.49% (n = 400,000); further: potency means the concentration at half of the fitted maximal effect; nearly all actives have a fitted effect of over 40% in size
# MCF10A rereplic = A quantitative high throughput screen for small molecules that induce DNA re-replication in MCF 10a normal breast cells. MCF 10A DNA re-replication, Hoechst nuclear intensity, 48 h. Potency, µM (titrated, usually from 46.1 µM), for the others: at the top dose activity, positive = re-replication, actives largely listed as activators. actives 2.9% (n = 350,000); further: potency means the concentration at half of the fitted maximal effect; % of control where 0% means no effect; nearly all actives have a fitted effect of over 50% in size
# ATXN2 expr inh = Primary qHTS for Inhibitors of ATXN expression; HEK-293 ATXN2-luciferase reporter, luminescence, 24 h; Potency, µM (highest dose often 57 µM), for inactives: at the top dose activity change, negative = inhibition, most hits filed as inhibitors; actives 0.72% (n = 360,000); AID 1745845, 2022; further: potency means the concentration at half of the fitted maximal effect; on the % scale 0 is the no-effect control and ±100 the full control effect; nearly all actives have a fitted effect of over 55% in size
#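 ATXN2-luciferase reporter cells (luciferase flanked by upstream and downstream ATXN2 gene portions) were treated 24 h at 37 °C with compounds at up to 57 uM. SteadyGlo luminescence gave expression; GF-AFC fluorescence gave viability.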
# HT1080 IDH1KD tx = qHTS for induction of synthetic lethality in tumor cells producing 2HG: qHTS for the HT-1080-IDH1KD cell line. actives 2% (n = 360,000). Potency, µM (doses to about 46.1 µM), for the others: at the highest dose activity, negative = toxicity, hits mostly cytotoxic. AID 686971, 2013. HT-1080 IDH1 knockdown viability, ATP luminescence, 48 h;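 further: potency means the concentration at half of the fitted maximal effect; 0% = DMSO wells and -100% = cell-free medium wells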
#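 HT-1080-IDH1KD cells (IDH1 knocked down), 750/well in RPMI with 5% FBS, treated with compound 48 h at 37 degrees C. Viability by CellTiter-Glo luminescence, normalised to DMSO and no-cell wells; concentration-response curves classed.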
# KB-V1 MDR tox = qHTS assay for MDR1-selective chemotherapeutics: Primary screen using the drug-selected MDR subline cells KB-V1 | AID 1347076, 2019 | Potency, µM (highest dose often 46.1 µM), for the others: top-dose activity change, negative = cytotoxicity, hits mostly cytotoxic | KB-V1 MDR cells viability, CellTiter-Glo, 72 h | actives 3.4% (n = 400,000); further: potency means the concentration at half of the fitted maximal effect; on the % scale 0 is the no-effect control and ±100 the full control effect; nearly all actives have a fitted effect of over 60% in size
#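 In this primary screen, KB-V1 cells overexpressing P-gp are incubated with library compounds (lowest to highest concentration) for 72 h at 37 degrees C before a luminescent ATP viability read.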
# HT1080NT lethal = qHTS for induction of synthetic lethality in tumor cells producing 2HG: qHTS for the HT-1080-NT fibrosarcoma cell line. HT-1080-NT fibrosarcoma viability, CellTiter-Glo ATP luminescence, 48 h. actives 1.6% (n = 360,000). Potency, µM (top dose mostly 46.1 µM), for the others: at the top dose activity, negative = less viability, usual class: cytotoxic;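 further: NT is the 2HG producing partner of a matched IDH1 knockdown line; potency means the concentration at half of the fitted maximal effect; 0% = DMSO-treated cells and -100% = media-only wells without cells; nearly all actives have a fitted effect of over 55% in size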
#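 HT-1080-NT; 750 cells/well; 5% FBS RPMI; 48 h compound, 37 degrees C; CellTiter-Glo luminescence; curve fitting and curve-class assignment.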
# KB-3-1 cytotox = qHTS assay for MDR1-selective chemotherapeutics: Primary screen using the parental adenocarcinoma cell KB-3-1 | KB-3-1 viability, CellTiter-Glo ATP luminescence, 72 h | Potency, µM (highest dose often 46.1 µM), inactives show at the highest dose activity change, negative = cytotoxic, hits mostly cytotoxic | actives 1.4% (n = 400,000); further: potency means the concentration at half of the fitted maximal effect; on the % scale 0 is the no-effect control and ±100 the full control effect; nearly all actives have a fitted effect of over 60% in size
#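 Luminescent ATP read-out (CellTiter-Glo) measures survival of drug-naive KB-3-1 cells after 72 h compound exposure at 37 °C. Titration series was screened from lowest to highest concentration, with DMSO vehicle plates as background controls.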
# An asterisk follows results filed as active; i = inactive; ? = inconclusive; · = no result given; & = joins results of further samples; [ ] = another dose, or the depositor's remark. Unless noted, the call rests on the fitted dose curve; in most records, active means well fitted curve in the direction sought with a large enough effect; inconclusive means small, poorly fitted or top-dose-only effect, or another doubt; inactive means no such curve, though single readings can be large; an effect the other way counts as inactive or inconclusive.
# Each structure is followed by: SW480 rerep	IL-1B inflam inh	ATXN viability	MCF10A rereplic	ATXN2 expr inh	HT1080 IDH1KD tx	KB-V1 MDR tox	HT1080NT lethal	KB-3-1 cytotox
[1] CC(=O)OC1N=C(c2ccccc2)c2cc(Br)ccc2NC1=O (configuration not stated)
  -6%	-17	i	12%	4%	-10%	11%	-1%	2%
[2] Nc1ccccc1-[n+]1c(-c2ccccc2)cc(-c2ccccc2)cc1-c1ccccc1
  -16%	-96*	i	17%	1%	?	?	?	?
[3] COc1ccccc1N1CCN(Cc2cnc(-c3ccccc3)[nH]2)CC1
  -48%[inhibitor]	·	i	1%	-4%	-15%	?	1%	-2%
[4] COC(=O)c1c(N)n(Cc2ccc(OC)cc2)c2nc3ccccc3nc12
  ?	-13	i	2%	3%	-23%	10%	-25%	-2%
[5] CC(C)Oc1cccc(C(=O)C2CCCN(C3CCOCC3)C2)c1 (configuration not stated)
  3%	24	i	8%	0%	5%	?	-7%	-5%
[6] CCC(=NCCc1ccccc1)c1c(O)[nH]c(=O)[nH]c1=O
  -5%	7	i	11%	-4%	-9%	-6%	1%	-1%
[7] COc1ccccc1NP1(=O)OCC(C)([N+](=O)[O-])CO1 (configuration not stated)
  -3%	23	i	1%	-4%	5%	-12%	6%	0%
[8] CCC1CN1P1(=O)OCC(C)([N+](=O)[O-])CO1 (configuration not stated)
  -3%	-11	i	5%	7%	-2%	-9%	-1%	2%
[9] Oc1ccccc1C1NCc2ccccc2-n2cccc21 (configuration not stated)
  -3%	?	i	?	-23%	?	0%	-36%	2%
[10] CC1(C)C2([N+](=O)[O-])CNCC1([N+](=O)[O-])CNC2
  -5%	-2	i	-5%	3%	8%	16%	7%	0%
[11] C/C(O)=C(\C#N)C(=O)Nc1cc(Br)ccc1Br
  -9%	-6	i	-5%	3%	-8%&-15%	-1%	-23%&-11%	-7%
[12] COC(=O)C1=C(c2ccccc2)C[C@@H]2CC[C@H]1N2C(=O)NCc1cccc2ccccc12
  -10%	-19	i	-1%	-5%	-3%	-9%	-4%	-5%
[13] C[C@]12CCC3C(CC[C@H]4C[C@H](O)CC[C@]34C)C1CC(=O)[C@@H]2O (some centres not stated)
  -7%	15	i	1%	11%	11%	0%	6%	-1%
[14] CC(C)[C@H]1CC2C3CC=C4C[C@@H](O)CC[C@]4(C)C3CC[C@]2(C)[C@H]1O (some centres not stated)
  ?	-21	i	18µM*	-27%	-1%	-8%	1%	-3%
[15] CC(=O)OC1C(O)C(C)OC(OC2C(OC(=O)C3CCC4C(C3)OC3(CC(OC(=O)/C=C/c5ccccc5)C(C)CO3)C43CO3)OC(C)C(O)C2OC(C)=O)C1O (configuration not stated)
  0.21µM*	-98*	?	?	0.21µM*	0.065µM*	?	0.13µM*	0.18µM*
[16] CCOC(=O)[C@]12Cc3cc(OC)ccc3[C@H]1N(CCC(=O)OC)C(=O)c1cc(OC)ccc12
  ·	-54*	·	·	?	?	?	?	5.2µM*
[17] CC(C)CN1Cc2cc(N3CCCCC3)ccc2-n2nncc2C1
  ·	-5	i	·	10%	1%	15%	-2%	0%
[18] CC1CC2C(C(O)CC3(C)C(O)CCC23)C2(C)CCC(=O)C=C12 (configuration not stated)
  6%	-5	?	7%	-14%	4%	6.5µM*	4%	12µM*
[19] COc1ccccc1-n1c(-c2ccccc2)nc2ccccc2c1=O
  -3%	12	?	-2%	-7%	-15%	14%	-10%	1%
[20] Cc1ccc(C(=O)N/C(=C\Cl)P(=O)(c2ccccc2)c2ccccc2)cc1
  ?	0	i	?	-7%	-1%	?	19%	-2%

# The list goes on, starting with the last two of the part before.
# Each structure is followed by: SW480 rerep	IL-1B inflam inh	ATXN viability	MCF10A rereplic	ATXN2 expr inh	HT1080 IDH1KD tx	KB-V1 MDR tox	HT1080NT lethal	KB-3-1 cytotox
[19] COc1ccccc1-n1c(-c2ccccc2)nc2ccccc2c1=O
  -3%	12	?	-2%	-7%	-15%	14%	-10%	1%
[20] Cc1ccc(C(=O)N/C(=C\Cl)P(=O)(c2ccccc2)c2ccccc2)cc1
  ?	0	i	?	-7%	-1%	?	19%	-2%
[21] C[C@]1(O)CCC2C3CC[C@H]4C[C@@H](OC(=O)CNC(=O)CN)CC[C@]4(C)C3CC[C@@]21C (some centres not stated)
  ?	39	i	-4%	8%	7%	-3%	-2%	25%
[22] COc1ccc(CCn2c(O)c(C=NCc3ccc4c(c3)OCO4)c(=O)[nH]c2=O)cc1OC
  -12%	1	·	0%	·	?	-14%	?	12%
[23] CCCCn1c(O)c(/C=N/N2CCOCC2)c(=O)[nH]c1=S
  -21%	-12	i	-2%	·	8%	13%	14%	-6%
[24] CCOc1cc(CNCCc2cccc(F)c2)ccc1OC
  -9%	-9	i	3%	-17%	-8%	2%	-13%	-6%
[25] CC(C)c1ccc(-n2c(O)c(/C=N/N3CCOCC3)c(=O)[nH]c2=S)cc1
  -38%[inhibitor]	0	i	11%	1%	16%	-11%	11%	-10%
[26] CN(Cc1c[nH]c2ccccc12)C1CCCCC1
  ?	-10	i	?	-4%	-1%	?	8%	?
[27] CCC(=O)Nc1nc2ccccc2n1CCN(C)C
  -9%	-11	i	?	-12%	1%	-21%	2%	-4%
[28] Cc1nc2cc([N+](=O)[O-])ccc2c(=O)n1-c1ccc(Br)cc1
  -3%	13	i	-1%	·	10%	32%	11%	2%
[29] CCCCCn1c(=O)c(C(=O)NCc2ccccn2)c(O)c2ccccc21
  ?	15	i	?	?	-10%	15µM*	12%	?
[30] CCc1ccc(C2C(C#N)=C(N)Oc3n[nH]c(CC(=O)OC)c32)cc1 (configuration not stated)
  -8%	-10	i	?	0%	9%	?	10%	17%
[31] COc1cccc(CCNCc2c(F)cccc2F)c1
  -1%	0	i	-6%	29%	-5%	-19%	10%	10%
[32] O=C(O)CNC1c2ccccc2CSc2ccccc21 (configuration not stated)
  -12%	9	i	1%	1%	16%	-2%	-4%	?
[33] O=[N+]([O-])c1ccc(C2C3C(c4ccccc4)=NC4(CCCCC4)N32)cc1 (configuration not stated)
  9%	8	i	-5%	-17%	0%	-12%	2%	1%
[34] CC(=O)O[C@@]12CO[C@@H]1C[C@@H](O)[C@@]1(C)C(=O)[C@H](O)C3=C(C)[C@@H](OC(=O)[C@H](O)[C@@H](NC(=O)c4ccccc4)c4ccccc4)C[C@@](O)([C@@H](OC(=O)c4ccccc4)C12)C3(C)C (some centres not stated)
  8.2µM*	30	?	?	-25%	0.013µM*	-12%	0.21µM*	0.01µM*
[35] CCN(CC)C(=O)c1ccc(N(Cc2ccccc2)S(C)(=O)=O)cc1
  ?	12	i	?	-12%	-1%	?	-3%	-2%
[36] COc1ccc(CCNC2(C#N)CCCCC2)cc1OC
  ·	29	i	·	·	9%	15%	-4%	1%
[37] COC(=O)C1=C(c2ccccc2OCc2ccccc2)C[C@@H]2CC[C@H]1N2C(=O)NCc1ccc(N(C)C)cc1
  4%	?	?	19%	?	-17%	7%	-15%	-23%
[38] O=c1[nH]c2ccccc2n1C1CCN(C(c2ccccc2)c2nnnn2Cc2ccccc2)CC1 (configuration not stated)
  ·	-57*	7.1µM*	·	25µM*	?	18µM*	13µM*	?
[39] CCOP(=O)(OCC)C(NC(=O)NC)C(N)=O (configuration not stated)
  0%	25	i	5%	1%	3%	0%	5%	1%
[40] Cc1cccc(OCC(=O)N2CCN(CCc3ccccn3)CC2)c1
  ·	·	i	·	4%	·	-11%	·	2%
[41] N=c1sc2c(n1Cc1ccccc1)CCCC2
  3%	-11	i	2%	-8%	?	-13%	?	11%
[42] O=C(c1cccs1)c1cn(Cc2ccccc2Cl)c2ccccc12
  -5%	?	i	17%	-6%	-18%	7.3µM*	-15%	-10%
[43] O=c1c2ccccc2nc(CN2CCOCC2)n1-c1ccccc1F
  -4%	18	?	14%	-6%	19%	7%	21%	11%
[44] O=[N+]([O-])c1ccc(Sc2nc3ccccc3o2)c([N+](=O)[O-])c1
  4.1µM*	-101*	·	12µM*	?	2.8µM*	?	13µM*	0%
[45] CCCCC(=O)N/N=C/c1c(O)n(Cc2ccco2)c(=O)[nH]c1=O
  -29%	2	i	1%	6%	-1%	17%	5%	8%
[46] COc1ccc(NC(=O)C2C3CCC(O3)C2C(=O)O)c(OC)c1 (configuration not stated)
  20%[1.84 µM]	53	i	-12%	12%	?	-6%	?	?
[47] CCC(=NCc1cccnc1)c1c(O)n(-c2ccccc2)c(=O)[nH]c1=O
  -3%	9	i	0%	·	-1%	15%	3%	0%
[48] CCN1CCN(Cc2nc3ccc([N+](=O)[O-])cc3c(=O)n2-c2ccccc2F)CC1
  -3%	54	i	-2%	4%	-1%	4%	-7%	5%
[49] O=C(Cn1cnc2sc3c(c2c1=O)CCCC3)NCCC(=O)N1CCC2(CC1)OCCO2
  0%	-5	i	1%	0%	1%	?	-2%	1%
[50] Oc1cc2c(cc1CN1CCN(c3ccccc3)CC1)CCC2
  16%	18	i	?	-17%	-9%	?	-1%	-2%
[51] C[N+]1(CCC(C(N)=O)(c2ccccc2)c2ccccc2)CCCCC1
  2%	·	i	1%	6%	·	·	·	·
[52] O=C1NC(c2cc3ccccc3nc2Cl)Nc2ccccc21 (configuration not stated)
  ?	11	i	1%	3%	-1%	?	-4%	19%
[53] CC1(c2ccccc2)NCCN2C(=O)CSC21 (configuration not stated)
  -2%	1	i	1%	-5%	6%	?	6%	-1%

# Source: PubChem BioAssay (National Center for Advancing Translational Sciences (NCATS))

# This is a subset, so the mix of outcomes need not match the whole.
